Bioassay records deposited in PubChem by National Center for Advancing Translational Sciences (NCATS).
A549 viability: counter-screen for Nrf2 inhibitors: cytotoxicity in A549 cells; AID 504648; 390,000 compounds, 0.16% hits; Potency, µM (highest dose often 46 µM), for inactives: at the highest dose activity change, negative = cytotoxicity, most hits filed as inhibitors; A549 ARE-Fluc cells, CellTiter-Fluor viability, 18-24 h; also: potency is read from the fitted curve at half-maximal effect; % is scaled to controls: 0 for no effect and ±100 for the full control effect
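Cytotoxicity counterscreen: CellTiter-Fluor fluorescence was measured in A549 ARE_Fluc cells after 18-24 h of compound exposure in a concentration series. The subsequent BugLite luminescent read reports ARE-luciferase activity.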
Nrf2 activator: activates Nrf2 signaling; AREc32 ARE-luciferase reporter (MCF7-derived line), luminescence, 24 h; Potency, µM (highest dose often 46.1 µM), for inactives: at the top dose activation, actives largely listed as activators; 410,000 compounds, 0.31% hits; also: potency is read from the fitted curve at half-maximal effect; % of control where 0% means no effect; nearly all actives have a fitted effect of over 65% in size
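AREc32 cells carrying an ARE-driven firefly luciferase reporter were seeded at 1000 cells/well in OPTI-MEM with 5% FBS, then exposed to compound for 24 hr at 37 deg C. Luminescence was read with Steady-Glo after 30 min at RT.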
S2 tox: viability counter-screen for ATXN expression inhibitors. Potency, µM (top dose mostly 56.7 µM), hits mostly cytotoxic. S2 cells (HEK-293 line with an ATXN2-luciferase reporter) viability, CellTiter-Fluor protease fluorescence, 24 h. 400,000 compounds, 0.49% hits; also: potency is read from the fitted curve at half-maximal effect; nearly all actives have a fitted effect of over 40% in size
TGFb inhibitor: blocks TGF-b signaling; HepG2 CAGA-GFP TGF-b/SMAD3 reporter, GFP fluorescence, 18 h; TGF-beta stimulated, 500 pg/mL final; Potency, µM (titrated, usually from 46.1 µM), inactives show top-dose activity, negative = inhibition, actives largely listed as inhibitors; 410,000 compounds, 1.2% hits; AID 588855; also: potency is read from the fitted curve at half-maximal effect; % is scaled to controls: 0 for no effect and ±100 for the full control effect; nearly all actives have a fitted effect of over 65% in size
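HEPG2 CAGA-GFP reporter cells (1000/well, DMEM with 1% FBS) received compounds, then recombinant TGF-beta at 500 pg/mL final for 18 hours at 37 degrees C. Per-cell GFP summed per well was normalised to unstimulated and stimulated DMSO controls before curve fitting.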
EPAC2 agonist: EPAC2 (human) agonism. Q8WZA2. EPAC2 activation, biochemical qHTS; response scale: 100% = 6.5 mM cAMP response. Potency, µM (titrated, usually from 154 µM), for the others: top-dose activation, usual class: activators. 360,000 compounds, 0.079% hits. AID 720711; also: potency is read from the fitted curve at half-maximal effect; nearly all actives have a fitted effect of over 50% in size
Target sequence (Q8WZA2 whole entry, looked up): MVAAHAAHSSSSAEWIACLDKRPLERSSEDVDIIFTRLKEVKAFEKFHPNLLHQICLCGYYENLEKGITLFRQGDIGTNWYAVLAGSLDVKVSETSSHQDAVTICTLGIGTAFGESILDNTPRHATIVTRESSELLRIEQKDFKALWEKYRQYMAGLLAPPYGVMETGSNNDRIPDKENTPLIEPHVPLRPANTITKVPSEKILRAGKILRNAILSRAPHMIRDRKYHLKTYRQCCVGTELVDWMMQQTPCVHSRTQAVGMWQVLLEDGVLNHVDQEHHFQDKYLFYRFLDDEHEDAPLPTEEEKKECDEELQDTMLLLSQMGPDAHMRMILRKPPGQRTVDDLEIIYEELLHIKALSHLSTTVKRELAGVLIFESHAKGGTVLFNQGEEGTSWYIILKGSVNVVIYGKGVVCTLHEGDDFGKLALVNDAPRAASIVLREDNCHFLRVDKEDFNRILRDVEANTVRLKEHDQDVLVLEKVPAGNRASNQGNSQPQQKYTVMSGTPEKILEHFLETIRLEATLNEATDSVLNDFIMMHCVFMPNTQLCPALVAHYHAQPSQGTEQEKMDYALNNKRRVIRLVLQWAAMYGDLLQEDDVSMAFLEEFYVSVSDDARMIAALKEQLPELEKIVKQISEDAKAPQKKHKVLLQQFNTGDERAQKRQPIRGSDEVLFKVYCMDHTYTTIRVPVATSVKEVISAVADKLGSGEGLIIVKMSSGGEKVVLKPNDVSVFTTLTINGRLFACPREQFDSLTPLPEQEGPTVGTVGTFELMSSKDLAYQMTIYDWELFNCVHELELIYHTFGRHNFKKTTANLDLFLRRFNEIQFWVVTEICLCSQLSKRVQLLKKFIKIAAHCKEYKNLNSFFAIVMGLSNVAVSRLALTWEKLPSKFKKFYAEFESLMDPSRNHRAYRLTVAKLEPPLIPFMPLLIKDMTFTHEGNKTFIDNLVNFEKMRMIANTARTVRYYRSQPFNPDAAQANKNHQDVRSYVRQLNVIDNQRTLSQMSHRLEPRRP
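Exchange assay: 100 nM EPAC2 with 250 nM Rap1B-BODIPY-GDP and 50 uM GDP. Fluorescence (ex 480/em 540 nm) read every 5 min for 30 min at room temperature. Data normalized to 6.5 mM cAMP as agonist control.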
ATXN2 expr inh: inhibitors of ATXN2 expression. Potency, µM (series often up to 57 µM), without a hit: top-dose activity change, negative = inhibition, usual class: inhibitors. 360,000 compounds, 0.72% hits. AID 1745845. HEK-293 ATXN2-luciferase reporter, luminescence, 24 h; also: potency is read from the fitted curve at half-maximal effect; % is scaled to controls: 0 for no effect and ±100 for the full control effect; nearly all actives have a fitted effect of over 55% in size
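qHTS (up to 57 uM final) was run with 24 h compound exposure of reporter cells at 37 °C. Each well was multiplexed: SteadyGlo luminescence measured ATXN2-luciferase expression after a fluorogenic Gly-Phe-AFC viability readout (25 uM final).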
HepG2 viability: HepG2 cytotoxicity, counter-screen for TGF-b inhibitors; HepG2 CAGA-GFP viability, ATP luminescence, 18 h; Potency, µM (doses to about 46.1 µM), for inactives: at the top dose activity change, negative = cytotoxicity, actives largely listed as cytotoxic; 410,000 compounds, 0.76% hits; AID 588856; also: potency is read from the fitted curve at half-maximal effect; some results filed as inactive show a strong effect at the top dose
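CellTiter-Glo luminescence gave cytotoxicity after 18 hours at 37 degrees C. The cells were HepG2 CAGA-GFP in 1% FBS DMEM, stimulated with 500 pg/mL TGF-beta after compound addition. %Activity was normalised to no-cell wells (complete cell-killing) and DMSO (no toxicity), and curves were fitted and classified.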
IL2 activator: IL-2 activation | IL-2 activation reporter assay, cell-based qHTS; stimulated with anti-CD3/CD4/CD28 beads; in transgenic mouse T cells | activation, % (series mostly up to about 46 µM) | 360,000 compounds, 0.065% hits | AID 652025; in the data active = activation above about 50%; inconclusive = mostly about 30% to 49%; also: 0% is about no effect
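Quantitative HTS in unstimulated transgenic mouse T cells, with memory T cells as non-tolerant control and PMA/ionomycin as tolerance-bypass control. Compound pretreatment lasted 60 minutes before 18 h bead stimulation; EGFP/DsRed fluorescence read.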
Nrf2 block: inhibitors of Nrf2 signaling; A549 ARE-Fluc reporter, luciferase luminescence, 18-24 h; 360,000 compounds, 2.1% hits; Potency, µM (doses to about 46 µM), without a hit: at the top dose activity change, negative = inhibition, usual class: inhibitors; AID 504444; also: potency is read from the fitted curve at half-maximal effect; % is scaled to controls: 0 for no effect and ±100 for the full control effect; nearly all actives have a fitted effect of over 60% in size
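Nrf2 function is reported as luminescence of an ARE-controlled luciferase in A549 cells. Compounds were tested at several concentrations, and a CellTiter-Fluor read on the same wells flagged cytotoxicity.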
An asterisk follows results filed as active; & = joins results of further samples; [ ] = remark or other dose. Unless noted, calls follow the shape of the dose curve; as a rule, active = well fitted curve in the direction sought with a large enough effect; inconclusive = small, poorly fitted or top-dose-only effect, or another doubt; inactive = no such curve, though single readings can be large; an effect the other way counts as inactive or inconclusive.

What do the screens show for `CCC1(c2ccc(F)cc2)NC(=O)N(CC(=O)N2CCOCC2)C1=O` (stereo not given)?
A549 viability: -4%; Nrf2 activator: 0.7%; S2 tox: inactive; TGFb inhibitor: 4%; EPAC2 agonist: -6%; ATXN2 expr inh: 3%; HepG2 viability: 3%; IL2 activator: 2.8; Nrf2 block: 2%

What do the screens show for `O=C(COC(=O)Cn1cnc2ccccc2c1=O)Nc1ccc2c(c1)OCO2`?
A549 viability: 0%; Nrf2 activator: -0.6%; S2 tox: inactive; TGFb inhibitor: -6%; EPAC2 agonist: -2%; ATXN2 expr inh: 3%; HepG2 viability: -8%; IL2 activator: -2.6; Nrf2 block: 14%

What do the screens show for `CCOc1ccccc1N(CC(=O)NCCSCc1ccco1)S(=O)(=O)c1ccccc1`?
A549 viability: -10%; Nrf2 activator: 2.7%; S2 tox: inactive; TGFb inhibitor: -17%; EPAC2 agonist: 6%; ATXN2 expr inh: -4%; HepG2 viability: -14%; IL2 activator: -3.5; Nrf2 block: -9%

What do the screens show for `O=C(N/N=C/c1cc(Cl)ccc1O)c1ccncc1`?
A549 viability: -10%; Nrf2 activator: -0.9%; S2 tox: inactive; TGFb inhibitor: inconclusive; EPAC2 agonist: 2%; ATXN2 expr inh: inconclusive; HepG2 viability: 13µM*; IL2 activator: -4.2; Nrf2 block: -15%

What do the screens show for `COc1ccc2nc(/C=N/NC(=O)[C@@H]3CCCN3C(=O)OC(C)(C)C)ccc2c1`?
A549 viability: -4%; Nrf2 activator: 6.5%; S2 tox: inactive; TGFb inhibitor: 1%; EPAC2 agonist: -5%; ATXN2 expr inh: 26%; HepG2 viability: 3%; IL2 activator: -0.8; Nrf2 block: inconclusive

How did Cc1ccc(NC(=O)c2oc3ccc(S(=O)(=O)N(C)C4CCCCC4)cc3c2C)c(C)c1 do in these assays?
A549 viability: 17%; Nrf2 activator: 0.1%; TGFb inhibitor: inconclusive; HepG2 viability: -1%

What do the screens show for `CN(C)c1cccc(CNC(=O)c2csc([C@@H]3O[C@H](CO)[C@H](O)[C@H](O)[C@H]3O)n2)c1`?
Nrf2 activator: -0.3%; S2 tox: inactive; TGFb inhibitor: 27%; EPAC2 agonist: 0%; ATXN2 expr inh: 17%; HepG2 viability: 5%; IL2 activator: 1.8

How did COc1cc(NC(=O)c2ccccc2NS(=O)(=O)c2ccc(Cl)s2)cc(OC)c1 do in these assays?
A549 viability: inconclusive; Nrf2 activator: 9.4%; S2 tox: inconclusive; TGFb inhibitor: inconclusive; EPAC2 agonist: -8%; ATXN2 expr inh: inconclusive; HepG2 viability: -43%; IL2 activator: -1.1; Nrf2 block: inconclusive

Results for Cc1cc(NC(=O)CCC(=O)N(CC2CCCO2)C(C(=O)NC2CCCC2)c2cccnc2)no1 (stereo not given) ?
A549 viability: 0%; Nrf2 activator: -0.1%; S2 tox: inactive; TGFb inhibitor: -6%; EPAC2 agonist: 4%; ATXN2 expr inh: -9%; HepG2 viability: -41%; IL2 activator: -2.3; Nrf2 block: 2%

How did COc1ccccc1CN1C[C@@H]2C[C@@H](c3[nH]c4c(C)cccc4c3C)N3CCC[C@@]23C1=O do in these assays?
A549 viability: -7%; Nrf2 activator: 2.6%; S2 tox: inactive; TGFb inhibitor: inconclusive; EPAC2 agonist: 5%; HepG2 viability: -22%; IL2 activator: 0.0; Nrf2 block: inconclusive

Results for C=CCn1c(CNC(=O)c2cccs2)nnc1SCc1ccc(Cl)cc1Cl ?
A549 viability: inconclusive; Nrf2 activator: 0.2%; S2 tox: inactive; TGFb inhibitor: -19%; EPAC2 agonist: 15%; ATXN2 expr inh: 0%; HepG2 viability: -5%; IL2 activator: -0.5; Nrf2 block: inconclusive

How did CC(C)NS(=O)(=O)c1ccc(NC(=O)Cc2ccsc2)cc1 do in these assays?
A549 viability: 1%; Nrf2 activator: 4.4%; S2 tox: inconclusive; TGFb inhibitor: -9%; EPAC2 agonist: -3%; HepG2 viability: 0%; IL2 activator: 0.1; Nrf2 block: 10%

What do the screens show for `CS(=O)(=O)N1CCN(C(=O)c2ccccc2)C1`?
A549 viability: 0%; Nrf2 activator: 0.3%; S2 tox: inactive; TGFb inhibitor: -7%; EPAC2 agonist: 8%; ATXN2 expr inh: 1%; HepG2 viability: -60%; IL2 activator: -1.4; Nrf2 block: 1%

What do the screens show for `Cc1ccc(N=Cc2c(C)[nH]n(-c3ccccc3)c2=O)nc1`?
A549 viability: -2%; Nrf2 activator: 2.5%; S2 tox: inactive; TGFb inhibitor: -14%; EPAC2 agonist: -2%; ATXN2 expr inh: 7%; HepG2 viability: -20%; IL2 activator: 1.4; Nrf2 block: 14%

How did Cc1cccc(C(=O)N2CCCC(N3CCN(Cc4ccc5c(c4)OCO5)CC3)C2)n1 (stereo not given) do in these assays?
A549 viability: 2%; Nrf2 activator: 0.2%; S2 tox: inactive; TGFb inhibitor: 4%; EPAC2 agonist: 9%; ATXN2 expr inh: 1%; HepG2 viability: -13%; IL2 activator: 1.0; Nrf2 block: -17%

What do the screens show for `CN(CCCn1c(=S)[nH]c2ncccc2c1=O)Cc1ccccc1`?
A549 viability: 24%; Nrf2 activator: -0.5%; S2 tox: inconclusive; TGFb inhibitor: -7%; EPAC2 agonist: 4%; ATXN2 expr inh: inconclusive; HepG2 viability: -20%; IL2 activator: 1.7; Nrf2 block: 10%

Results for Cc1nc(=S)c2ccccc2[nH]1 ?
A549 viability: -2%; Nrf2 activator: 2.3%; S2 tox: inactive; TGFb inhibitor: 4%; EPAC2 agonist: 0%[15.6 µM]; ATXN2 expr inh: 10%; HepG2 viability: -3%; IL2 activator: -0.9; Nrf2 block: -4%

What do the screens show for `CCc1cccc(N(C(=O)c2csnn2)C(C(=O)NC2CCCCC2)c2cccnc2)c1` (stereo not given)?
A549 viability: 3%; Nrf2 activator: -0.7%; S2 tox: inactive; TGFb inhibitor: -16%; EPAC2 agonist: 4%; ATXN2 expr inh: 1%; HepG2 viability: -1%; IL2 activator: 0.7; Nrf2 block: 21%

What do the screens show for `CC(=O)Nc1ccc(OC(=O)c2c(-c3ccccc3Cl)noc2C)cc1`?
A549 viability: 3%; Nrf2 activator: -0.5%; S2 tox: inactive; TGFb inhibitor: inconclusive; EPAC2 agonist: 9%; ATXN2 expr inh: -5%; HepG2 viability: 1%; IL2 activator: 0.9; Nrf2 block: -4%

Results for Cc1ccc(C(O)CCc2ccc(N)cc2)cc1 (stereo not given) ?
A549 viability: -1%; Nrf2 activator: 0.6%; S2 tox: inactive; TGFb inhibitor: 2%; EPAC2 agonist: 11%; ATXN2 expr inh: -15%; HepG2 viability: -2%; IL2 activator: -4.6; Nrf2 block: inconclusive

Continued; the last 2 above are carried over.
What do the screens show for `CC(=O)Nc1ccc(OC(=O)c2c(-c3ccccc3Cl)noc2C)cc1`?
A549 viability: 3%; Nrf2 activator: -0.5%; S2 tox: inactive; TGFb inhibitor: inconclusive; EPAC2 agonist: 9%; ATXN2 expr inh: -5%; HepG2 viability: 1%; IL2 activator: 0.9; Nrf2 block: -4%

Results for Cc1ccc(C(O)CCc2ccc(N)cc2)cc1 (stereo not given) ?
A549 viability: -1%; Nrf2 activator: 0.6%; S2 tox: inactive; TGFb inhibitor: 2%; EPAC2 agonist: 11%; ATXN2 expr inh: -15%; HepG2 viability: -2%; IL2 activator: -4.6; Nrf2 block: inconclusive

What do the screens show for `Cc1ccc(Nc2c(-c3ccccc3O)nc3ccc(Br)cn23)cc1`?
A549 viability: 3%; Nrf2 activator: -0.6%; S2 tox: inactive; TGFb inhibitor: 12%; ATXN2 expr inh: 7%; HepG2 viability: 1%; Nrf2 block: -3%

Results for CC1CCc2sc(NC(=O)c3ccc(N4C(=O)CCC4=O)cc3)c(C(N)=O)c2C1 (stereo not given) ?
A549 viability: -4%; Nrf2 activator: -0.7%; S2 tox: inactive; TGFb inhibitor: inconclusive; EPAC2 agonist: 1%; ATXN2 expr inh: -17%; HepG2 viability: 2%; IL2 activator: 0.1; Nrf2 block: 8%

How did COc1ccc(-c2cc(C(=O)N3CCN(c4ccc(F)cc4)CC3)no2)cc1OC do in these assays?
A549 viability: 1%&-3%; Nrf2 activator: 0.5%&-1.1%; S2 tox: inactive; TGFb inhibitor: -7%&-16%; EPAC2 agonist: 14%; ATXN2 expr inh: -23%&-5%; HepG2 viability: 25%&-4%; IL2 activator: -0.3; Nrf2 block: inconclusive

What do the screens show for `COCCNc1nnc(SCC(=O)c2c[nH]c3ccccc23)s1`?
A549 viability: 8%; Nrf2 activator: 3.6%; S2 tox: inactive; TGFb inhibitor: 19%; EPAC2 agonist: 6%; ATXN2 expr inh: 2%; HepG2 viability: 0%; IL2 activator: -0.8; Nrf2 block: -21%

How did CC(=O)Nc1cccc(/C(C)=N/Nc2ccc(S(=O)(=O)Nc3ccccc3C(=O)O)cc2[N+](=O)[O-])c1 do in these assays?
A549 viability: -16%; Nrf2 activator: -0.2%; S2 tox: inactive; TGFb inhibitor: inconclusive; EPAC2 agonist: -5%; ATXN2 expr inh: -10%; HepG2 viability: 1%; IL2 activator: 0.1; Nrf2 block: 1%

How did Cc1ccc(Cc2nc3ccccc3nc2SCC(=O)N2CCc3ccccc32)cc1 do in these assays?
A549 viability: 0%; Nrf2 activator: -0.5%; S2 tox: inactive; TGFb inhibitor: inconclusive; ATXN2 expr inh: 11%; HepG2 viability: 7%

An unsorted share of the library; about 4.3% have a hit in one of these screens.
